# Bioassay records: PubChem BioAssay, several laboratories
# NTR1 agonist: agonists of NTR1, primary screen, imaging, U2OS cells, beta-arrestin-GFP, high content (AID 493036); Neurotensin receptor type 1 (Homo sapiens), P30989; NTR1-U2OS beta-arrestin-GFP spot imaging, agonist mode; activation, % at 20 µM; 330,000 tested, 0.17% active;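 active = activation at or above 40% of the spot to cytoplasm intensity ratio, with at least 20 cells analyzed; inconclusive = wells under 20 cells, flagged as cytotoxic or low count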;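 also: 0% = DMSO without peptide and 100% = 100 nM NTR1 peptide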
# Target sequence (P30989 whole entry, looked up): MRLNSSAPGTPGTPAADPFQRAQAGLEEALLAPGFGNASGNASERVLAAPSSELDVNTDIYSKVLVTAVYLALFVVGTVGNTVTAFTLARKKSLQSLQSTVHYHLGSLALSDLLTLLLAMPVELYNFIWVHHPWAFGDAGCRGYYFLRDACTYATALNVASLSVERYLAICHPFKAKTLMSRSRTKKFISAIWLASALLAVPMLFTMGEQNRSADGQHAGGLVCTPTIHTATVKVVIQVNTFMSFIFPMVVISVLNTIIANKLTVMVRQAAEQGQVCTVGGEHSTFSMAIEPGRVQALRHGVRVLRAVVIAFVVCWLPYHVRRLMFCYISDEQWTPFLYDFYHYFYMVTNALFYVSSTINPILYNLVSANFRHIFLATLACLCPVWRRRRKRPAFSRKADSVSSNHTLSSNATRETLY
# Myeloid diff 2: induction of myeloid progenitor differentiation, primary screen, cell-based, flow cytometry, MLPCN library | calls only at 10 µM | AID 624256, 2012 | 360,000 tested, 1% active | ER-HoxA9 myeloid progenitors, lysozyme-GFP differentiation;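 active = normalized GFP-positive differentiation at or above the plate's own cutoff, the solvent-only control mean plus 3 SD; inconclusive = no clear call, values can overlap the other calls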;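 also: cells exposed to compound for four days before flow analysis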
# T cell modulator: modulators of CD8 T cell-vesicle binding, primary screen, mouse 2C CD8+ T cells, flow cytometry | 2C CD8+ T cell-vesicle binding; hits give low values | calls only at 7 µM | 330,000 tested, 0.068% active | AID 2052, 2009;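 active = response, share of CD8 T cells binding vesicles, and their 90th percentile fluorescence all below set limits, cut at about 80% in these data, passing the limit was not always enough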
#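 Test system: purified 2C TCR transgenic mouse naive CD8+ T cells. Probe or stimulus: QL9-peptide-loaded Drosophila micro-vesicles bearing Ld, ICAM-1 and B7-1. Incubation: binding step 1.5 h, 37 °C, antibody labelling 20 min, ice. Measured by: flow cytometry of vesicle-bound cells.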
# T cell modulator vesicle-bound %: also measured in T cell modulator; calls as there; double positive events, %; measured here: CD8+ vesicle-bound cell fraction;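 binding gate set so that unloaded-vesicle control wells show 10% double positive cells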
# NTR1 agonist cell count 20 µM: also measured in NTR1 agonist; calls as there; cell count; measured here: cell count, cytotoxicity flag
# Myeloid diff 2 GFP+ MAC1+ %: recorded beside Myeloid diff 2, whose call it bears; GFP+ MAC1+ double positive, %; measured here: differentiation confirmed by MAC1 staining
# Active calls of the source: *; i = inactive; ? = inconclusive; . = no result given; + = active, no number. Some of the compounds tested (hit frequency here may not be typical).
smiles	T cell modulator	NTR1 agonist	NTR1 agonist cell count 20 µM	T cell modulator vesicle-bound %	Myeloid diff 2	Myeloid diff 2 GFP+ MAC1+ %
CCN(C(=O)COC(=O)CCCN1C(=O)c2cccc3cccc(c23)C1=O)C1CCS(=O)(=O)C1 (stereo not drawn)	i	-0.5	63	22	i	0.9
O=C1C=C(N2CCOCC2)CCC1	i	-2.5	100	19	i	2.7
COc1cc(/C=C/C(=O)OCC(=O)Nc2ccc(Cl)cn2)ccc1O	i	-0.8	66	50	i	0.8
O=C(NC1CC1)c1cc(-c2ccc(Br)cc2)nc2ccccc12	i	4.1	57	39	i	0.4
Cc1cc(=O)oc2cc(OC(C)C(=O)NC3(C#N)CCCCC3)ccc12 (stereo not drawn)	i	2.7	50	25	i	0.6
Nc1nonc1-n1nnc(C(=O)N/N=C/c2cccc(Cl)c2)c1CN1CCCCCC1	i	0.4	58	24	i	1.2
CC(C(=O)Nc1ccc(S(=O)(=O)N2CCCC2)cc1)N(C)CC(=O)Nc1cccc(F)c1 (stereo not drawn)	i	0.5	44	44	i	0.8
COc1cccc(C(=O)OC(C)C(=O)NCC2CCCCC2)c1 (stereo not drawn)	i	-2.0	46	5	i	1.4
COc1ccc(N2CCN(S(=O)(=O)CCNC(=O)c3cccs3)CC2)cc1	i	1.3	61	19	i	1.6
CC1CCC(CN2CCN=C2N(C)C)CC1 (stereo not drawn)	i	1.5	89	19	i	0.3
Cc1c(C(=O)OCC(=O)NC(=O)NC2CCCCC2)cccc1[N+](=O)[O-]	i	-1.0	73	36	i	0.9
O=C(O)c1ccc(C(=O)Nc2ccc(F)cc2)cc1	i	-1.8	103	44	i	1.2
Cn1nc(C(=O)NNC(=O)C(CCC(N)=O)NS(=O)(=O)c2ccc(Cl)cc2)c2ccccc2c1=O (stereo not drawn)	i	0.4	69	42	i	0.5
CCc1ccc(C(=O)NNC(=O)c2ccc(OCC(=O)N3CCOCC3)c(OC)c2)cc1	i	-0.7	72	29	i	1.5
N#Cc1ccc(OCC(=O)N2CCN(C(=O)c3ccco3)CC2)cc1	i	-1.5	49	32	i	0.5
O=C(NN1C(=O)NC2(CCCCC2)C1=O)c1ccc(-c2ccc(Cl)cc2)o1	i	0.1	55	32	i	1.9
Cc1ccc(C(=O)CN(CCCC(N)=O)S(=O)(=O)c2ccc([N+](=O)[O-])cc2)cc1	i	-0.7	97	26	i	1.5
Cc1ccc(OCCNC(=O)CN2C(=O)NC3(CCCC3)C2=O)cc1	i	1.0	52	60	i	1.2
COc1ccc2cc(C(=O)N(C)CC(=O)Nc3ccccc3Br)ccc2c1	i	5.4	51	49	i	1.1
CCCn1c(N)c(N(CCOC)C(=O)c2cc(Cl)nc3ccccc23)c(=O)[nH]c1=O	i	-1.5	54	26	i	1.0
CN(C)c1ccsc1C(=O)NNS(=O)(=O)c1ccc(Cl)cc1	i	1.8	41	5	i	0.0
CCCCN(C(=O)c1ccc(-c2ccc(Cl)cc2)o1)c1c(N)n(CC(C)C)c(=O)[nH]c1=O	i	2.1	100	30	i	0.9
O=C1CN(C(=O)COC(=O)/C=C/c2ccc(F)cc2)c2ccccc2N1	i	0.1	73	40	i	0.5
O=C(COC(=O)c1cnc(Cl)c(Cl)c1)c1ccc(F)cc1	i	4.8	37	31	i	0.7
CCOc1ccc(NC(=O)COc2ccc(C(=O)NCc3cccnc3)cc2OC)cc1	i	-0.1	77	19	i	1.4
O=C1c2ccccc2NC(c2ccc(-c3cccc(F)c3)o2)N1O (stereo not drawn)	i	9.5	52	38	i	0.3
O=C(Cc1ccc(Cl)cc1)NCCS(=O)(=O)N1CCN(c2ccccc2F)CC1	i	1.4	57	12	i	1.1
COc1ccc([C@@H](OC)[C@@]2(Cc3ccc(O)cc3)N=C(N)N(C)C2=O)cc1	i	-0.1	52	41	i	1.6
Cc1cc(C)cc(SCc2noc(C(=O)NCCN(C)C)c2C(=O)NCCN(C)C)c1	i	0.3	52	8	i	1.3
COCCN(C(=O)CC1CCCC1)c1c(N)n(CC(C)C)c(=O)[nH]c1=O	i	-1.8	66	28	i	2.1

# Arranged by number of heavy atoms (high to low): some entries from above
smiles	T cell modulator	NTR1 agonist	NTR1 agonist cell count 20 µM	T cell modulator vesicle-bound %	Myeloid diff 2	Myeloid diff 2 GFP+ MAC1+ %
CCOc1ccc(NC(=O)COc2ccc(C(=O)NCc3cccnc3)cc2OC)cc1	i	-0.1	77	19	i	1.4
CCCn1c(N)c(N(CCOC)C(=O)c2cc(Cl)nc3ccccc23)c(=O)[nH]c1=O	i	-1.5	54	26	i	1.0
O=C(Cc1ccc(Cl)cc1)NCCS(=O)(=O)N1CCN(c2ccccc2F)CC1	i	1.4	57	12	i	1.1

# Some of the entries above, set out differently:
Cc1ccc(C(=O)CN(CCCC(N)=O)S(=O)(=O)c2ccc([N+](=O)[O-])cc2)cc1
  T cell modulator: i	NTR1 agonist: -0.7	NTR1 agonist cell count 20 µM: 97	T cell modulator vesicle-bound %: 26	Myeloid diff 2: i	Myeloid diff 2 GFP+ MAC1+ %: 1.5

O=C(COC(=O)c1cnc(Cl)c(Cl)c1)c1ccc(F)cc1
  T cell modulator: i	NTR1 agonist: 4.8	NTR1 agonist cell count 20 µM: 37	T cell modulator vesicle-bound %: 31	Myeloid diff 2: i	Myeloid diff 2 GFP+ MAC1+ %: 0.7

CCCn1c(N)c(N(CCOC)C(=O)c2cc(Cl)nc3ccccc23)c(=O)[nH]c1=O
  T cell modulator: i	NTR1 agonist: -1.5	NTR1 agonist cell count 20 µM: 54	T cell modulator vesicle-bound %: 26	Myeloid diff 2: i	Myeloid diff 2 GFP+ MAC1+ %: 1.0

CCOc1ccc(NC(=O)COc2ccc(C(=O)NCc3cccnc3)cc2OC)cc1
  T cell modulator: i	NTR1 agonist: -0.1	NTR1 agonist cell count 20 µM: 77	T cell modulator vesicle-bound %: 19	Myeloid diff 2: i	Myeloid diff 2 GFP+ MAC1+ %: 1.4

# Next section:
smiles	T cell modulator	NTR1 agonist	NTR1 agonist cell count 20 µM	T cell modulator vesicle-bound %	Myeloid diff 2	Myeloid diff 2 GFP+ MAC1+ %
COc1ccccc1N(C)S(=O)(=O)c1ccc(C(=O)Nc2ccncc2)cc1	i	2.9	55	47	i	1.1
COc1cccc(NC(=O)CN(C)C(=O)c2ccc(N3CCCCC3)c([N+](=O)[O-])c2)c1	i	-0.4	67	18	i	0.4
Cc1ccc(SCC(=O)NNC(=O)CNC(=O)c2ccccc2F)cc1	i	-0.2	52	46	?	.
COc1cc(O)c2c(=O)c3c(O[C@H]4O[C@@H](CO)[C@H](O)[C@@H](O)[C@@H]4O)ccc(O)c3oc2c1	i	-0.9	71	31	i	1.5
Cc1ccc(NC(=O)CSCC(=O)N2CCN(C(=O)c3ccco3)CC2)cc1	i	0.9	59	62	i	0.2
COc1cccc(NC(=O)CN(C)C(=O)c2cccnc2Nc2cccc(C(F)(F)F)c2)c1	i	7.5	61	34	i	0.4
CCOc1ccc(NC(=O)CN(C)C(=O)c2cccnc2Sc2ccccc2Cl)cc1OCC	i	1.7	73	29	i	0.5
Nn1c(SCC(=O)NCCc2ccc(F)cc2)nnc1C1CCCCC1	i	1.4	88	36	i	0.3
OCC[C@H]1C[C@H](O)[C@@H](O)[C@]2(OCCc3ccccc32)O1	i	6.6	58	14	i	2.1
COc1cc(F)cc(-c2ccc3c(c2)c(C#Cc2ccsc2)c(-c2cc(OC)cc(OC)c2)n3C)c1	i	-0.1	64	12	i	1.1
COc1ccc(NC(=O)CN(C)CC(=O)NCc2ccc(C)cc2)cc1	i	-1.3	56	37	i	0.6
COc1ccccc1N1CCN(C(=O)c2cccc(S(=O)(=O)N3CCCCCC3)c2)CC1	i	1.7	66	28	i	0.8
CC1(C)c2[nH]c3ccccc3c2C[C@@H]2C(=O)N(c3ccc(F)cc3F)C(=O)N21	i	-3.8	88	23	i	2.1
O=C(COC(=O)c1ccc(F)cc1)NCC1COc2ccccc2O1 (stereo not drawn)	i	-1.4	61	40	i	1.6
COc1cc(/C=C/C(=O)OCC(=O)Nc2oc(C)c3c(C)n[nH]c(=O)c23)ccc1OC(F)F	i	-0.2	59	22	i	0.7
Cn1c(=O)[nH]c(=O)c2c1nc(N1CCCCC1)n2CCSc1ncccn1	i	1.4	61	9	i	2.7
CCCn1c(SCC(=O)Nc2cc(C)on2)nc2c1c(=O)n(C)c(=O)n2C	i	0.0	56	44	i	4.6
CC1Cc2ccccc2N1C(=O)CN1CCN(S(=O)(=O)c2cccs2)CC1 (stereo not drawn)	i	-0.6	97	58	i	0.3
CCOC(=O)[C@H]1[C@H]2COc3ccc(C)cc3[C@@H]2N2C(=O)[C@@H](CO)NC(=O)[C@@]12C	i	1.2	61	57	i	2.1
CCOc1ccc(NS(=O)(=O)c2ccc(C(=O)NCc3ccncc3)cc2)cc1	i	-1.2	54	58	i	0.5
CCC(C(=O)OCC(=O)N(C)c1c(N)n(Cc2ccccc2)c(=O)[nH]c1=O)c1ccccc1 (stereo not drawn)	i	0.1	75	30	i	0.6
COc1cc(OC)cc(C(=O)NCC(=O)OCC(=O)NC2CCCc3ccccc32)c1 (stereo not drawn)	i	2.5	54	19	i	0.6
COc1ccc(C(=O)NCCc2ccc(C(F)(F)F)cc2)cc1S(=O)(=O)N1CCOCC1	i	0.3	50	42	i	0.3
COc1cc(C(=O)OCC(=O)N2CCN(C(C)=O)CC2)ccc1OCC(C)C	i	1.1	63	33	i	0.8
COc1ccc(CNC(=O)CCC(=O)c2ccccc2)cc1	i	-2.6	50	25	i	1.0
Cn1c(=O)c2c(ncn2CC(=O)OCC(=O)Nc2ccc(F)cc2F)n(C)c1=O	i	-1.5	52	31	i	0.9
O=C(NCc1ccccc1)c1onc(CSc2ccccc2)c1C(=O)NCc1ccccc1	i	1.0	94	14	i	1.2
COc1ccccc1CNS(=O)(=O)c1cc2c3c(c1)CCC(=O)N3CCC2	i	1.4	45	30	i	0.6
O=C(Cn1cnc2c(OCc3ccccc3)ncnc21)N[C@H](CO)Cc1cc2ccccc2[nH]1	i	-2.6	66	7	i	0.6
Cc1ccc(S(=O)(=O)NC(C)(C)C)cc1C(=O)OC(C)C(=O)NC1CC1 (stereo not drawn)	i	-0.9	63	46	i	0.2
Cc1cnc(C(=O)OC(C)C(=O)Nc2ccc(Cl)cn2)cn1 (stereo not drawn)	i	1.2	55	41	i	0.6
C[C@H](OC(=O)c1[nH]cnc1C(=O)N1CCN(C(=O)OC(C)(C)C)CC1)c1ccccc1	i	-2.7	55	20	i	2.1
CN(C(=O)CN1C(=O)c2cccc(N)c2C1=O)C1CCCCC1	i	-0.4	97	33	i	1.0
O=C(NCc1cccnc1)c1cc(S(=O)(=O)N2CCOCC2)c(Cl)cc1Cl	i	-0.3	47	32	i	0.3
CC1(NC(=O)c2cc(-c3cccs3)nn2-c2ccccc2)CCS(=O)(=O)C1 (stereo not drawn)	i	0.4	51	24	i	0.3
Cc1ccc(C(=O)NCC(=O)OCC(=O)Nc2cc(S(=O)(=O)N3CCOCC3)ccc2C)cc1	i	0.8	38	23	i	0.8
CN(C)S(=O)(=O)c1ccc2c(c1)/C(=C/c1cc3c([nH]1)CCCC3)C(=O)N2	i	-3.2	57	52	+	11*
CC1CCC(NC(=O)CN2C(=O)c3ccccc3S2(=O)=O)CC1 (stereo not drawn)	i	-1.8	46	31	i	0.6
CCCCC(=O)Nc1ccc(N2CCCC2)cc1	i	-0.4	66	12	i	0.5
COc1ccc(-n2c(=O)c(CCC(=O)NCCc3ccccc3F)nc3ccccc32)cc1	i	-0.5	88	54	i	0.2
Cc1ccc(NC(=O)CN(C)C(C)C(=O)N2CC(C)CC(C)C2)cc1 (stereo not drawn)	i	-0.3	100	35	i	0.5
COc1ccc(C(=O)NC2CCCCCCC2)cc1OC	i	-1.0	74	26	i	0.7
CCN(CC(=O)NCC(=O)Nc1ccc(Br)cc1C)Cc1ccccc1	i	-0.5	64	39	i	1.1
CC1CCC2(CC1)NC(=O)N(CC(=O)NCc1ccc(F)cc1)C2=O (stereo not drawn)	i	-2.2	66	40	i	0.9
c1ccc(-c2cc(-c3nc(-c4ccccn4)no3)c3ccccc3n2)cc1	i	13	36	43	i	1.0
COc1ccc(NC(=O)CCCOc2ccc(Cl)c(C)c2)cc1S(=O)(=O)N1CCOCC1	i	1.4	53	52	i	1.3
Cc1ccc(S(=O)(=O)N2CCN(C(=O)c3cc4c(s3)CCCC4)CC2)cc1	i	7.3	53	14	i	1.0
CC(C)c1ccc(CN(C)C(=O)c2ccc(S(=O)(=O)NCc3ccco3)cc2)cc1	i	0.6	50	19	i	1.1
CCCOc1ccc(N2C(=O)CC(NCCCN3CCC(C(N)=O)CC3)C2=O)cc1 (stereo not drawn)	i	22	99	10	i	1.1
